From PubChem BioAssay
TCR-CD3 inh = inhibitors of human TCR-CD3 interaction; TAMRA-labeled TCR probe fluorescence, biochemical; inhibition, % at 9.4 µM; 360,000 tested, 0.37% active; in the data active = inhibition above about 19%;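 note: recombinant mutant TCR 2C K166C tagged with TAMRA read by polarization; 0% = receptor in buffer alone and 100% = receptor with positive control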
PRMT1 inh = PRMT1 (human) inhibition, primary screen; 370,000 tested, 1.3% active; recombinant PRMT1, activity-based probe fluorescence polarization; inhibition, % at 2.79 µM; Q99873;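 active = inhibition above about 21% made by adding two undisclosed values, limit read from the data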
rCAG RNA binder = binds r(CAG) RNA repeats | r(CAG) RNA repeat, TO-PRO-1 dye displacement fluorescence | 370,000 tested, 1.3% active | inhibition, % at 3 µM;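 active = inhibition above the plate cutoff, the mean of all test compounds on that plate plus 3 SD, cut at about 35% in these data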;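 note: 0% = DMSO alone and 100% = 100 µM mitoxantrone as full dye displacement; higher means more dye released from RNA so lower well fluorescence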
SIAE inh = human SIAE inhibition, primary screen; Q9HAT2; SIAE FP-Rh probe binding, fluorescence polarization; inhibition, % at 9.66 µM; 370,000 tested, 0.69% active;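 active = inhibition above a cutoff: mean of compounds within the control limits plus 3 SD of those, cut at about 17% in these data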;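 note: 0% = plate median of compound wells and 100% = probe without SIAE protein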
mABHD4 FP = inhibits mouse alpha/beta hydrolase domain 4; inhibition, % at 8.92 µM; purified mABHD4, FP-Rh probe fluorescence polarization; Q8VD66; 370,000 tested, 0.54% active;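 active = inhibition exceeding the mean over every tested compound plus 3 SD, cut at about 30% in these data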;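 note: 0% = plate median of compound wells and 100% = S159A mutant with DMSO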
Target sequence (Q8VD66 whole entry, looked up, the tested form may be a part): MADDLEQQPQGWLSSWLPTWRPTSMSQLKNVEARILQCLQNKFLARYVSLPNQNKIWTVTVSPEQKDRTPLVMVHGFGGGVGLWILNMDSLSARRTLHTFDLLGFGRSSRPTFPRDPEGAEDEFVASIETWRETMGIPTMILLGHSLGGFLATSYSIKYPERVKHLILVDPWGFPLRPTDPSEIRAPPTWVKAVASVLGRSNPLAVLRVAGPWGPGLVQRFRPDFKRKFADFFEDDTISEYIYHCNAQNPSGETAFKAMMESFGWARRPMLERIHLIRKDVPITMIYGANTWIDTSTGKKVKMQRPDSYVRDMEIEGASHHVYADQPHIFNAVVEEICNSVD
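Assay system: Wild-type mouse ABHD4 protein | Medium: HEPES pH 7.0 buffer, 150 mM NaCl, 0.01% Pluronic F-127 | Incubation: Enzyme–compound pre-incubation 45 min, then probe 60 min, both 25 °C | Technique: Fluorescence polarization with parallel and perpendicular emission, 525/598 nm | Evaluation: % inhibition of FP-Rh probe binding versus controls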
NPR2 activator = GC-B (human) receptor activation | P20594 | HEK293-GC-B cells, CNP EC30, cGMP TR-FRET; 0% at EC30 CNP, 100% saturating CNP | activation, % at 10 µM | 370,000 tested, 0.11% active | AID 1920062;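 active = activation at 10 µM reaching about 35% in either raw or pattern-adjusted values, limit read from the data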
MBD2 DNA inh = MBD2-methylated oligo binding inhibition; 370,000 tested, 0.31% active; inhibition, % at 4.4 µM; Q9UBB5; TR-FRET, MBD2 binding to methylated oligonucleotide; in the data active = inhibition above about 13%
Target sequence (Q9UBB5 whole entry, looked up): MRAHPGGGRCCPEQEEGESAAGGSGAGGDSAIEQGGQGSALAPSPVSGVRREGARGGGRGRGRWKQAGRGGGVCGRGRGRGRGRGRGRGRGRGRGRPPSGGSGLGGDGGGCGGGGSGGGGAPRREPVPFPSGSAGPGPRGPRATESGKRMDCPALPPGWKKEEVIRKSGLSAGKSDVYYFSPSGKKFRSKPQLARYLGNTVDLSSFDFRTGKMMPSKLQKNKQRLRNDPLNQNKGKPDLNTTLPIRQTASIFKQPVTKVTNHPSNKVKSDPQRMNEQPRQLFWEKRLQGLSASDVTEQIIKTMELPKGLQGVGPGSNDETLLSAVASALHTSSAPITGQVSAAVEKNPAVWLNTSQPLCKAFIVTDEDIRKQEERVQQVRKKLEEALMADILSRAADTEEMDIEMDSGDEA
LEDGF integ inh = blocks HIV-1 LEDGF/p75-dependent DNA integration; AID 743269; 370,000 tested, 0.64% active; inhibition, % at 3.7 µM; TR-FRET IN-LEDGF/p75 DNA integration, Eu/Cy5;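 active = inhibition above the screen-wide mean plus 3 SD, cut at about 13% in these data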;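 note: signal is the Cy5 over europium emission ratio at 671 and 618 nm; 0% = plate median of compound wells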
TDP2 absorb = TDP2 (human) inhibition, absorbance primary screen; O95551; recombinant TDP2, T5PNP hydrolysis, p-nitrophenol absorbance 415 nm; inhibition, % at 12.8 µM; 370,000 tested, 0.34% active;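 active = inhibition above the mean of all tested compounds plus 3 SD, set per campaign, cut at about 25% in these data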;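 note: 0% = DMSO with enzyme and 100% = buffer with substrate but no TDP2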
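System: recombinant human TDP2 / Amount: 120 nM TDP2 per well / Also added: 5 mM T5PNP chromogenic substrate / Doses: 12.8 µM single point, 1% DMSO / Incubation: 2 h at 37 °C / Detection: p-Nitrophenol epi absorbance / Evaluation: % inhibition relative to enzyme-containing and enzyme-free wells / Repeats: singlicate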
HTRA1 inh = inhibitors of human serine peptidase HTRA1; 340,000 tested, 0.5% active; Q92743; recombinant HTRA1, FP-rhodamine activity-based probe, fluorescence polarization; inhibition, % at 5.96 µM; in the data active = inhibition above about 36%;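 note: 0% = enzyme with DMSO and 100% = wells lacking enzyme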
* hit, by the source's call; / = not tested or not shown.

[1] N#Cc1ccc(C(=O)NC2=NCCS2)cc1
[2] COc1ccccc1-n1c(C)nnc1SCC(=O)Nc1cccc(C(C)=O)c1
[3] COc1ccc(CC(=O)NCC2(N3CCCCC3)CCCCC2)cc1
[4] N#Cc1cc2c(nc1SCC(=O)NCc1ccc3c(c1)OCO3)CCCCC2
[5] COc1cccc(NC(=O)CCC(=O)Nc2ccc3nc(N4CCOCC4)cc(C)c3c2)c1
[6] Cc1ccc2nc(-c3ccncc3)cc(C(=O)Nc3ccc4c(c3)OCCO4)c2c1
assay / compound	1	2	3	4	5	6
TCR-CD3 inh	7	-5	3	5	-8	9
PRMT1 inh	-5	-2	6	1	-5	-2
rCAG RNA binder	-1	-6	-1	-1	6	9
SIAE inh	-3	2	-9	8	8	-26
mABHD4 FP	-1	-4	-15	4	-5	-12
NPR2 activator	-1	3	-1	-7	0	4
MBD2 DNA inh	2	-1	10	1	-5	2
LEDGF integ inh	-1	0	0	-4	0	2
TDP2 absorb	7	0	5	2	-24	-20
HTRA1 inh	-1	-6	-6	2	7	-10

Four entries from above in another layout.
2) COc1ccccc1-n1c(C)nnc1SCC(=O)Nc1cccc(C(C)=O)c1
- TCR-CD3 inh: -5
- PRMT1 inh: -2
- rCAG RNA binder: -6
- SIAE inh: 2
- mABHD4 FP: -4
- NPR2 activator: 3
- MBD2 DNA inh: -1
- LEDGF integ inh: 0
- TDP2 absorb: 0
- HTRA1 inh: -6
3) COc1ccc(CC(=O)NCC2(N3CCCCC3)CCCCC2)cc1
- TCR-CD3 inh: 3
- PRMT1 inh: 6
- rCAG RNA binder: -1
- SIAE inh: -9
- mABHD4 FP: -15
- NPR2 activator: -1
- MBD2 DNA inh: 10
- LEDGF integ inh: 0
- TDP2 absorb: 5
- HTRA1 inh: -6
4) N#Cc1cc2c(nc1SCC(=O)NCc1ccc3c(c1)OCO3)CCCCC2
- TCR-CD3 inh: 5
- PRMT1 inh: 1
- rCAG RNA binder: -1
- SIAE inh: 8
- mABHD4 FP: 4
- NPR2 activator: -7
- MBD2 DNA inh: 1
- LEDGF integ inh: -4
- TDP2 absorb: 2
- HTRA1 inh: 2
5) COc1cccc(NC(=O)CCC(=O)Nc2ccc3nc(N4CCOCC4)cc(C)c3c2)c1
- TCR-CD3 inh: -8
- PRMT1 inh: -5
- rCAG RNA binder: 6
- SIAE inh: 8
- mABHD4 FP: -5
- NPR2 activator: 0
- MBD2 DNA inh: -5
- LEDGF integ inh: 0
- TDP2 absorb: -24
- HTRA1 inh: 7

Returning to the listing with the two entries that preceded the break.
[5] COc1cccc(NC(=O)CCC(=O)Nc2ccc3nc(N4CCOCC4)cc(C)c3c2)c1
[6] Cc1ccc2nc(-c3ccncc3)cc(C(=O)Nc3ccc4c(c3)OCCO4)c2c1
[7] CC1CCCC(C)N1CCCNC(=O)c1nn(C)c2c1CSc1ccccc1-2 (stereo unspecified)
[8] COc1ccc(S(=O)(=O)N(CC(=O)NCCSc2ccccn2)c2ccccc2)cc1
[9] Cc1cccc(NC(=O)[C@H](Cc2ccccc2)NC(=O)OCc2ccccc2)c1
[10] COc1ccccc1NC(=O)N1CCCC1C(=O)NCc1ccccc1F (stereo unspecified)
[11] Cc1cc2c(cc1C)-c1nnnn1C(N1CCCCC1)C(=O)N2 (stereo unspecified)
[12] NC(=O)c1ccc(-n2nnnc2Oc2ccc(Br)cc2)cc1
assay / compound	5	6	7	8	9	10	11	12
TCR-CD3 inh	-8	9	-4	1	-4	-3	5	-3
PRMT1 inh	-5	-2	-1	-4	2	0	-7	1
rCAG RNA binder	6	9	1	-2	-3	-2	1	-2
SIAE inh	8	-26	1	0	1	1	2	2
mABHD4 FP	-5	-12	1	0	-2	8	-1	-3
NPR2 activator	0	4	2	-3	-7	4	0	-2
MBD2 DNA inh	-5	2	1	2	4	1	-2	-6
LEDGF integ inh	0	2	-5	6	-4	-3	5	4
TDP2 absorb	-24	-20	-15	-3	-3	10	9	4
HTRA1 inh	7	-10	0	-6	-12	2	/	1

[13] Cc1[nH]c2ccccc2c1C(=O)CSC(=S)N1CCCCC1
[14] CCOC(=O)CC1C(=O)NCCN1C(=O)c1ccc(F)cc1F (stereo unspecified)
[15] COc1ccc(C(=O)N2CCN(Cc3ccc4c(c3)OCO4)CC2)cc1OC
[16] C=CCNc1cccc2c1S(=O)(=O)N[C@@H](C)CO2
[17] O=C(Nc1ccccc1)Nc1cccc2ccccc12
[18] CCCn1c(=O)c2c(nc3n2CC(C)CN3Cc2ccccc2)n(C)c1=O (stereo unspecified)
assay / compound	13	14	15	16	17	18
TCR-CD3 inh	4	7	3	-5	1	6
PRMT1 inh	9	-2	0	1	2	-5
rCAG RNA binder	15	3	-6	1	4	-8
SIAE inh	-16	-4	-5	-2	5	4
mABHD4 FP	-14	1	7	1	0	1
NPR2 activator	0	4	0	-1	0	1
MBD2 DNA inh	1	1	2	7	0	7
LEDGF integ inh	1	0	0	3	-2	0
TDP2 absorb	-20	-5	11	3	10	12
HTRA1 inh	-43	1	5	/	-10	2

[19] COc1ccc(NC(=O)c2oc3ccc(S(=O)(=O)N4CCOCC4)cc3c2C)cc1
[20] O=c1cc(CO)oc(CN2CCN(Cc3ccccc3)CC2)c1O
[21] CCCCC(=O)Nc1ccc(NC(=O)c2cccs2)cn1
[22] O=C(COC(=O)c1nsc(Cl)c1Cl)NC1CCCC1
[23] O=C(CCCc1ccccc1)NCc1ccccc1
[24] C/C(=N\NC(=O)CCCOc1ccc(Cl)cc1C)c1ccc(C)o1
[25] CC(C)Cc1ccc(/C=C/C(=O)N2CCOCC2)cc1
[26] COCCn1c(SCC(=O)Nc2ccc(C(N)=O)cc2)nc2c([nH]c3ccccc32)c1=O
assay / compound	19	20	21	22	23	24	25	26
TCR-CD3 inh	2	8	-2	-8	3	0	2	3
PRMT1 inh	-2	-3	3	3	-1	1	-4	3
rCAG RNA binder	5	1	-4	-1	1	-3	-7	-1
SIAE inh	11	8	0	14	0	-3	4	-5
mABHD4 FP	-6	3	-5	1	-1	1	-4	4
NPR2 activator	8	5	6	0	4	-8	-4	-1
MBD2 DNA inh	3	-7	-1	4	1	1	3	0
LEDGF integ inh	3	4	-3	-2	-5	-2	-2	-1
TDP2 absorb	-7	-1	2	-2	-14	4	10	-6
HTRA1 inh	-7	4	2	4	/	-13	2	0

The list is partial; rates above refer to the full screens.
